# SRC3 inh: inhibits human SRC3 coactivator; Q9Y6Q9; HEK293 GAL4-SRC3 luciferase reporter, luminescence; inhibition, % at 3.6 µM; actives 0.17% (n = 360,000); AID 588352;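 active means inhibition above a per-campaign cutoff, the mean of all compounds plus 3 SD, cut at about 60% in these data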;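 further: 0% = DMSO-treated cells and 100% = gossypol-treated cells at 36 µM; higher means less SRC3-driven luciferase light from the GAL4 reporter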
# Target sequence (Q9Y6Q9 whole entry, looked up, the tested form may be a part): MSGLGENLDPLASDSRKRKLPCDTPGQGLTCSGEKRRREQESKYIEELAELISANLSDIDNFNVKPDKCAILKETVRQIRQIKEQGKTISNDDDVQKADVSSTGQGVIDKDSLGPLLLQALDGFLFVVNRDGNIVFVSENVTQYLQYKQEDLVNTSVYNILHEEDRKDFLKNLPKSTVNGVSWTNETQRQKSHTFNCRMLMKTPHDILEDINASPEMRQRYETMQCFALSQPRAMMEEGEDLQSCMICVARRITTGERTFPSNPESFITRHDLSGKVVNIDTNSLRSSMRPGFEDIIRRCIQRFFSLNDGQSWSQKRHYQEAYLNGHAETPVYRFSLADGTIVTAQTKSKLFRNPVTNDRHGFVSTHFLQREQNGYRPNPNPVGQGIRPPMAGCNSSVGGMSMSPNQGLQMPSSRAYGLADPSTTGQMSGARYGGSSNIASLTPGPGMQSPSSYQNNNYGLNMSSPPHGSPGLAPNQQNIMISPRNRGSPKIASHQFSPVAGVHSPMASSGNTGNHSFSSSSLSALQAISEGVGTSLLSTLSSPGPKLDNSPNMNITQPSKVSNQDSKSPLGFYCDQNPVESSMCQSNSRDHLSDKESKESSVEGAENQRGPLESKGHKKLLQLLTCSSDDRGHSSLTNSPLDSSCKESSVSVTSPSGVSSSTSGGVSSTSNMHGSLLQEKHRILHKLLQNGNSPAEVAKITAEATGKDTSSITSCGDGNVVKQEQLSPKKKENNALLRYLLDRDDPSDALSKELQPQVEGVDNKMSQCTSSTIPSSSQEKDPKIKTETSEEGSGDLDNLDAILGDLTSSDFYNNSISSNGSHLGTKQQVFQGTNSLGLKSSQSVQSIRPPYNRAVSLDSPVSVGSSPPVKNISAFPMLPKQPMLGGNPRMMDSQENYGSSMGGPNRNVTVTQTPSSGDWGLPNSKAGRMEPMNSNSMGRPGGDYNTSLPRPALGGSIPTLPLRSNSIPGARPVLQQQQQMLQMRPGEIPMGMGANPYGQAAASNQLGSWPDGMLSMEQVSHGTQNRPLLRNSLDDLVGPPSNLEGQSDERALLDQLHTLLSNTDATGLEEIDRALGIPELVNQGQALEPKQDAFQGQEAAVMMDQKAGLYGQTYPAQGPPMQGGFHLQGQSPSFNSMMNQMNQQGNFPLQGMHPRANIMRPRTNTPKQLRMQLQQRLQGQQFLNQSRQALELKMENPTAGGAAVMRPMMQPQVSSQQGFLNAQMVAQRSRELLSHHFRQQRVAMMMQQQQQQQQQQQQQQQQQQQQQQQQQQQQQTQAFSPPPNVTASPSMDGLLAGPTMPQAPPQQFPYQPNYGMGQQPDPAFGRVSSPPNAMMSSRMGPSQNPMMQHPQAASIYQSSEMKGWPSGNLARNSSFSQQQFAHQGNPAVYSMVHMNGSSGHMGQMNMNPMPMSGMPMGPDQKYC
# TROY signal inh: inhibitors of TROY-dependent NF-kB signaling; actives 0.98% (n = 360,000); AID 1347056; inhibition, % at 10 µM; Q293 LMP1-TROYcd NF-kB luciferase reporter, 4 h;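 active means compounds whose plate-normalised and pattern-corrected inhibition of the luciferase reporter signal at the single screening dose is 50% or more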
# EBV LMP1 NFkB: reduces LMP1-driven NF-kappaB luciferase signal | LMP1-induced NF-kappaB luciferase reporter cells, luminescence | inhibition, % at 12.5 µM | actives 0.69% (n = 350,000); in the data active means inhibition above about 41%;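 further: 0% = neutral control wells and 100% = reference inhibitor control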
# NCOA1 inh: human NCOA1 inhibition | Q15788 | HEK293 GAL4-SRC1 luciferase reporter, luminescence | inhibition, % at 3.6 µM | actives 0.12% (n = 360,000) | AID 588354;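 active means inhibition above the campaign mean plus 3 SD, with each screening campaign given its own cutoff, cut at about 60% in these data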;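 further: 0% = DMSO treated cells and 100% = gossypol at 36 µM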
# Shn3 3UTR inh: inhibitors of Schnurri-3 3'UTR reporter in osteoblasts; Clone20 osteoblast Shn3 3'UTR firefly luciferase, 24 h; inhibition, % at 12.5 µM; actives 0.52% (n = 360,000); AID 588674;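 active means mean inhibition of at least 75% with every replicate also reaching 75%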;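 further: 0% = median of neutral control wells and 100% = pilot-screen positive control compound; some compounds past the cut are filed as inactive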
# NR2F2 inh: inhibitors of human COUP-TFII (NR2F2) | HEK293T NGFI-A luciferase reporter, luminescence | inhibition, % at 8.6 µM | actives 0.7% (n = 370,000) | P24468;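 active means inhibition above a per-plate cutoff, mean inhibition of test wells between control levels plus 3 SD, cut at about 38% in these data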;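 further: cells cotransfected with COUP-TFII expression vector driving the NGFI-A reporter; 0% = median of COUP-TF2 test wells and 100% = reporter-only cells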
# LRH-1 inv ag: NR5A2 inverse agonism in reporter assay; O00482; HEK293T StAR-luciferase reporter, LRH-1 transfected, 24 h; inhibition, % at 3.6 µM; actives 0.13% (n = 360,000);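 active means inhibition above the mean inhibition of all tested compounds plus 3 SD, cut at about 73% in these data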;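 further: 0% = DMSO wells and 100% = reporter-only cells lacking LRH-1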
# KKLEB cytotox: CF airway cell cytotoxicity counter-screen; KKLEB CF airway cells viability, ATPlite luminescence, overnight; stronger effect = lower value; cells stimulated with P. aeruginosa culture filtrate; activity change (cytotoxicity), % at 5 µM; actives 0.36% (n = 360,000);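 active means corrected activity change at or below -50% at 5 µM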
# CF NFkB inh: inhibitors of cystic fibrosis induced NF-kB | KKLEB NF-kB-GFP reporter, PAF-induced, GFP fluorescence overnight | inhibition, % at 5 µM | actives 0.86% (n = 360,000) | AID 588850;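 active means at least 50% inhibition at 5 µM, scaled per plate between neutral and stimulator controls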;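 further: PAF is a Pseudomonas aeruginosa culture filtrate used as stimulus; plate controls were PAF-stimulated DMSO wells for no effect and unstimulated DMSO wells for full effect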
# TWEAK-Fn14 inh: TWEAK-Fn14 signaling inhibition; TWEAK-stimulated Fn14 reporter cells, luciferase luminescence, 8 h; inhibition, % at 10 µM; actives 2% (n = 360,000); in the data active means inhibition above about 50%
# TRAIL sens C8: sensitizes caspase-8 expressing cells to TRAIL | actives 1% (n = 360,000) | NB7+C8 cells + TRAIL, ATPlite viability luminescence | inhibition (viability loss, TRAIL sensitization), % at 10 µM | AID 624354;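 active means compounds causing at least 50% loss of cell viability in the single-dose screen, relative to plate controls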
# Active calls of the source: *; nt = no result given. A portion of the library, so the mix of outcomes need not match the whole.
# The opening 2 compounds (preview)
SMILES,SRC3 inh,TROY signal inh,EBV LMP1 NFkB,NCOA1 inh,Shn3 3UTR inh,NR2F2 inh,LRH-1 inv ag,KKLEB cytotox,CF NFkB inh,TWEAK-Fn14 inh,TRAIL sens C8
Cc1cn([C@H]2C[C@H](O)[C@@H](CNCC3=Cc4cc(O)ccc4OC3)O2)c(=O)[nH]c1=O,-3,-12,0,0,17,2,0,-10,19,6,-3
CC(C)(C)SC(C(=O)N1CCOCC1)c1ccc(Br)cc1 (stereo not given),9,2,-5,-6,20,-3,-2,-11,20,9,7

# Results, previewed entries included:
SMILES,SRC3 inh,TROY signal inh,EBV LMP1 NFkB,NCOA1 inh,Shn3 3UTR inh,NR2F2 inh,LRH-1 inv ag,KKLEB cytotox,CF NFkB inh,TWEAK-Fn14 inh,TRAIL sens C8
Cc1cn([C@H]2C[C@H](O)[C@@H](CNCC3=Cc4cc(O)ccc4OC3)O2)c(=O)[nH]c1=O,-3,-12,0,0,17,2,0,-10,19,6,-3
CC(C)(C)SC(C(=O)N1CCOCC1)c1ccc(Br)cc1 (stereo not given),9,2,-5,-6,20,-3,-2,-11,20,9,7
Cc1ccc(S(=O)(=O)/N=C(\c2ccccc2)N(C)S(=O)(=O)c2ccccc2)cc1,16,6,-7,-32,-16,9,18,2,11,4,3
CCn1c(=O)c(=O)[nH]c2cc(C(=O)NC3CC3)ccc21,6,-1,1,3,2,2,13,5,3,-13,-1
O=S(=O)(Nc1ccc(F)cc1Cl)c1ccc(-c2cnc(C3CC3)o2)cc1,19,52*,12,14,54,5,18,-14,40,22,18
COc1ccc2cc(CN(Cc3ccco3)Cc3nnnn3C3CCCCC3)c(=O)[nH]c2c1,9,13,5,9,18,8,-5,-2,-23,21,-16
Cc1cc(NC(=O)c2cnn3cccnc23)nn1CC(=O)Nc1cccnc1,10,1,-4,-19,-26,12,-1,1,-4,-9,-14
CC(=O)Nc1ccccc1C(=O)N1CCN(Cc2ccccc2)CC1,8,-32,-8,9,4,-3,9,0,0,-4,2
COc1ccc(CNC(=O)c2cc(S(=O)(=O)N3CCOCC3)cn2C)cc1,10,1,0,12,6,1,9,8,16,5,-4
CCOc1ccccc1NC(=O)NS(=O)(=O)c1ccc(C)cc1,-4,-19,-4,9,-10,-1,-1,7,1,16,-3
CC[C@@]1(C(=O)OC)N[C@H](CN(C)C(=O)c2ccc(C(C)(C)C)cc2)[C@@H]2C(=O)N(Cc3ccccc3)C(=O)[C@@H]21,-7,15,-3,-9,39,10,3,5,14,13,10
O=C(O)c1ccccc1Sc1ccccc1S(=O)(=O)NC1CCCCC1,1,-4,7,-23,7,-27,-25,11,-6,-3,-7
CCOC(=O)/C=c1\s/c(=C\c2ccc(-c3ccccc3)cc2)c(=O)n1CC(=O)NCc1ccc2c(c1)OCO2,4,-24,-29,0,0,3,8,-8,-22,28,6
CS(=O)(=O)Oc1ccc(Br)c2cccnc12,1,18,9,-20,9,8,2,-4,12,12,6
O=C(COC(=O)CNC(=O)C1CCCCC1)Nc1ccc(F)c([N+](=O)[O-])c1,25,-18,-4,-7,8,2,-6,-15,0,2,21
Cc1ccc(CCNC(=O)C2CCN(S(=O)(=O)c3cccc4nsnc34)CC2)cc1,11,7,-6,-11,16,7,1,15,-11,11,21
Cc1ccc(NC(=O)CN2C(=O)N/C(=C/c3ccccc3OCc3cccc(C(=O)O)c3)C2=O)cc1,-11,-46,-14,-3,-101,-22,-15,0,9,-8,-9
Cc1ccc2c(CC(=O)OCn3nnc4ccccc4c3=O)coc2c1,0,1,-6,9,3,9,3,-7,0,3,-27
CS(=O)(=O)N(Cc1ccc(C(=O)NCCSc2ccccn2)cc1)c1ccccc1,2,-10,18,-4,5,-26,-2,27,4,-19,10
CC(=O)c1ccc(S(=O)(=O)Nc2ccc(Cl)c(S(=O)(=O)N3CCCC3)c2)cc1,7,-8,-5,-5,8,1,-9,0,-3,7,16

# Quoted at random: 7 compounds from above, in no set order.
SMILES,SRC3 inh,TROY signal inh,EBV LMP1 NFkB,NCOA1 inh,Shn3 3UTR inh,NR2F2 inh,LRH-1 inv ag,KKLEB cytotox,CF NFkB inh,TWEAK-Fn14 inh,TRAIL sens C8
COc1ccc2cc(CN(Cc3ccco3)Cc3nnnn3C3CCCCC3)c(=O)[nH]c2c1,9,13,5,9,18,8,-5,-2,-23,21,-16
CC(C)(C)SC(C(=O)N1CCOCC1)c1ccc(Br)cc1 (stereo not given),9,2,-5,-6,20,-3,-2,-11,20,9,7
Cc1ccc(CCNC(=O)C2CCN(S(=O)(=O)c3cccc4nsnc34)CC2)cc1,11,7,-6,-11,16,7,1,15,-11,11,21
CC[C@@]1(C(=O)OC)N[C@H](CN(C)C(=O)c2ccc(C(C)(C)C)cc2)[C@@H]2C(=O)N(Cc3ccccc3)C(=O)[C@@H]21,-7,15,-3,-9,39,10,3,5,14,13,10
CCOC(=O)/C=c1\s/c(=C\c2ccc(-c3ccccc3)cc2)c(=O)n1CC(=O)NCc1ccc2c(c1)OCO2,4,-24,-29,0,0,3,8,-8,-22,28,6
Cc1ccc(NC(=O)CN2C(=O)N/C(=C/c3ccccc3OCc3cccc(C(=O)O)c3)C2=O)cc1,-11,-46,-14,-3,-101,-22,-15,0,9,-8,-9
CS(=O)(=O)N(Cc1ccc(C(=O)NCCSc2ccccn2)cc1)c1ccccc1,2,-10,18,-4,5,-26,-2,27,4,-19,10

# Next part.
SMILES,SRC3 inh,TROY signal inh,EBV LMP1 NFkB,NCOA1 inh,Shn3 3UTR inh,NR2F2 inh,LRH-1 inv ag,KKLEB cytotox,CF NFkB inh,TWEAK-Fn14 inh,TRAIL sens C8
Oc1ccc(C[C@H]2CNC(=S)N2CC2CCCN2C[C@H](Cc2ccccc2)N2C[C@H](Cc3ccc(O)cc3)N(CC3CCCCC3)C2=S)cc1 (stereo not given in full),0,7,nt,-18,8,12,-8,-2,36,29,-16
O=C(Cc1ccc(Cl)cc1)Nc1ccc(Cl)cn1,-27,-10,-1,-12,-41,0,-16,9,9,-7,11
O=C(CSCc1ccccc1)Nc1ccc2c(c1)C(=O)NC2=O,6,-5,-10,-10,-24,-8,7,4,-4,12,-3
Cn1c2c(c(=O)n(C)c1=O)C(c1cccc([N+](=O)[O-])c1)Nc1ccccc1O2 (stereo not given),21,5,6,2,3,16,-10,18,0,-4,4
NS(=O)(=O)c1ccc(CNC(=O)c2ccc(S(=O)(=O)NCc3ccco3)cc2)cc1,-9,-7,6,6,-26,-3,5,-4,7,2,4
CS(=O)(=O)NCc1ccc(C(=O)NC2CCCCC2)cc1,-5,-10,0,-2,1,nt,-6,-10,-7,23,-4
COP(=O)(OC)c1nc(-c2cccc3ccccc23)oc1N1CCCCC1,13,31,9,-4,0,1,8,-20,4,2,0
NC(=S)N/N=C1\CC(n2nnnc2-c2ccccc2Cl)C2COC1O2 (stereo not given),6,19,-6,-27,-11,-8,11,-11,-11,-7,-5
Cc1ccc(NC2=NCC(=O)N2C2CCCC2)cc1C,8,-30,-9,-5,-3,1,-22,-10,17,26,-4
O=C(CCCc1nc2ccccc2s1)NCc1ccccc1F,-2,-25,-5,0,-43,-1,0,8,-2,-9,-5
COc1ccc(S(=O)(=O)N2CCC(C(=O)NCC3CCCO3)CC2)cc1 (stereo not given),7,-3,1,3,-3,-14,13,-15,24,15,-24
COC(=O)c1cc2ccccc2c(=O)s1,5,nt,-6,8,5,-1,8,-1,-16,85*,-5
Cn1c(=O)oc2cc(S(=O)(=O)N3CCCC(C(=O)NCCN4CCOCC4)C3)ccc21 (stereo not given),-1,4,-11,-12,-8,17,-12,-1,16,-14,-24
CCC1(C)Cc2c(sc3nc(SC)nc(N)c23)CO1 (stereo not given),7,12,6,-3,-23,-17,-7,-4,7,1,-1
O=C(NCc1ccc(F)cc1)C1CCN(C(=O)Nc2ccc(F)cc2)CC1,9,-13,-2,4,69,7,-5,12,-4,32,-4
C/C(=N\NC(=S)NCCc1ccccc1)c1ccc(O)cc1O,3,-16,0,-19,1,-2,-6,-7,-4,-47,10
C=CCn1c(SCC(=O)NCC)nc2sc3c(c2c1=O)CCC3,-7,-1,2,11,-2,-6,-20,1,-23,30,10
O=C(Cc1ccccc1F)Nc1cc(S(=O)(=O)N2CCCCC2)ccc1N1CCOCC1,4,10,2,-14,0,9,-12,-2,26,-10,-4
CC(C)C[C@H]1CNC(=O)C(=O)N1C[C@@H]1CCCN1C[C@H](Cc1ccc(O)cc1)N1C[C@H](Cc2ccccc2)N(CC2CCCCC2)C(=O)C1=O,nt,-9,nt,nt,nt,-2,-3,nt,nt,7,-9
CCN1C(=O)CSC1=Nc1ccc(OC)cc1,11,0,17,-1,-14,-22,1,9,-9,-16,-13
Cc1ccc(-c2noc(CN3C(C)CCCC3C)n2)cc1 (stereo not given),9,12,-2,-7,-40,0,-6,-2,-42,-3,15
CC(NC(=O)COc1ncnc2cc([N+](=O)[O-])ccc12)c1ccccc1 (stereo not given),-19,5,-23,-9,-40,9,7,5,-8,-4,-4
CCCn1c(=O)[nH]c(=O)c2c1nc(-c1ccccc1OC(F)F)n2CCOC,4,-28,8,12,-10,0,8,-2,1,-6,-2
Cc1cnc(NC(=O)c2ccncc2)s1,-19,-45,-3,-15,7,-10,-31,3,-2,5,9
C=CCNC(=O)COc1ccc(S(=O)(=O)NC2CCCCC2)cc1,3,0,7,-5,-38,-12,-2,-6,9,7,-2
Cc1ccc(C(=O)NC(C)c2ccc(-n3ccnc3)cc2)cc1S(=O)(=O)N1CCOCC1 (stereo not given),10,3,-3,8,-12,7,-37,3,-6,4,0
Fc1ccc(-c2nnc(-n3nnc4ccccc43)c3ccccc23)cc1,6,5,53*,-11,-3,12,-2,-9,27,-9,-11
CCOc1ccc2ccccc2c1/C=N/NC(=O)c1c(C)cc(C)[nH]c1=O,20,1,4,-30,15,2,6,-5,6,-13,-12
CCOC(=O)C1(C)CCN1C(=O)c1ccccc1OC(F)(F)F (stereo not given),7,-9,nt,-9,3,5,17,2,-22,-16,-27
Nc1nonc1-c1nc2ccccc2n1CC(=O)N/N=C/c1ccc(-c2ccccc2C(=O)O)o1,5,3,0,-17,-22,-15,4,-4,0,7,-3
COc1ccc2c(CC(=O)OCC(=O)N(C)c3c(N)n(Cc4ccccc4)c(=O)[nH]c3=O)coc2c1,12,1,4,-12,94*,9,12,17,-28,-11,-7
CC(CC(=O)NC1CCCCC1)S(=O)(=O)c1ccc2c(c1)CCN2C(=O)C1CC1 (stereo not given),-11,-5,16,-10,14,6,-11,-15,15,10,-4

# Screening results: PubChem BioAssay, several laboratories
